# ADAM10 inh: human ADAM10 inhibitors, primary screen, biochemical, QFRET, HTS. Disintegrin and metalloproteinase domain-containing protein 10 (Homo sapiens), O14672. recombinant ADAM10, EDANS/DABCYL FRET peptide cleavage, 3 h. inhibition, % at 7 µM. 0.62% of 370,000 active. AID 720582, 2013;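 active means inhibition above a per-campaign cutoff equal to the mean of compounds falling between control-based bounds plus 3 SD, cut at about 20% in these data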;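 further: 0% = DMSO wells while the 100% control is not disclosed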
# ASAP1 inh: inhibitors of human ASAP1 ArfGAP activity, primary screen, biochemical, fluorescence polarization; ASAP1-stimulated ARF1 GTP hydrolysis, GDP FP detection; Arf-GAP with SH3 domain, ANK repeat and PH domain-containing protein 1 (Homo sapiens), …; inhibition, % at 16.5 µM; AID 624377, 2012; 0.19% of 360,000 active; in the data active means inhibition above about 25%;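 further: 0% = vehicle with enzyme and substrate and 100% = no enzyme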
# DDE Tn7 FP inh: inhibitors of Tn7 peptide binding to fibrin DD(E), primary screen, biochemical, fluorescence polarization, human fibrin, Tn7 probe; Fibrinogen beta chain (Homo sapiens), P02675; FP displacement of FITC-Tn7 peptide from fibrin DD(E); 0% = median of compound wells per plate; inhibition, % at 8.3 µM; 0.13% of 370,000 active;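 active means inhibition above the mean of compounds falling within the control limits plus 3 SD of them, cut at about 14% in these data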;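 further: 0% = plate median of compound wells and 100% = 10 µM Aha-Tn7 peptide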
#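 System: human fibrin DD(E); quantity: Fibrin-DD(E) at 2 µM final; also added: fluorescent Tn7 probe at 0.1 µM; compound dosing: single nominal test concentration of 8.3 µM per compound; schedule: 10 min preincubation, 3 h with tracer, room temperature; detection: fluorescence polarization of the labelled Tn7 tracer; repeats: one replicate per compound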
# PLC-gamma1 inh: PLC-gamma1 enzyme inhibitors, primary screen, biochemical, fluorescence, purified enzyme. 0.84% of 370,000 active. inhibition, % at 12.2 µM. 1-phosphatidylinositol 4,5-bisphosphate phosphodiesterase gamma-1 (Homo sapiens), P19174. fluorogenic substrate; in the data active means inhibition above about 9.5%
# LEDGF integ inh: blockers of LEDGF/p75-dependent integrase strand transfer – biochemical, TR-FRET, high throughput, primary screen | HIV-1 integrase (with human LEDGF/p75) | 0.64% of 370,000 active | inhibition, % at 3.7 µM | TR-FRET IN-LEDGF/p75 DNA integration, Eu/Cy5;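 active means inhibition above the screen-wide mean plus 3 SD, cut at about 13% in these data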;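 further: signal is the Cy5 over europium emission ratio at 671 and 618 nm; 0% = plate median of compound wells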
# proKLK7 act: proKLK7 zymogen activators, primary screen, biochemical, fluorescence intensity | Kallikrein-7 (Homo sapiens), P49862 | activation, % at 7 µM | 0.9% of 370,000 active | purified proKLK7, EDANS-DABCYL substrate fluorescence; 100% is mature enzyme control, 0% vehicle;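 active means activation above the mean of all tested compounds plus 3 SD, computed per campaign excluding outliers beyond control limits, cut at about 13% in these data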
# Tn6 DDE FP: inhibitors of Tn6 peptide binding to fibrin DD(E), primary screen, biochemical, fluorescence polarization, human fibrin, Tn6 probe; Fibrin DD(E) TRITC-Tn6 fluorescence polarization displacement; inhibition, % at 8.3 µM; 0.21% of 370,000 active; AID 720509, 2013;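 active means inhibition above a per-campaign cutoff: mean of compounds within control limits plus 3 SD, cut at about 15% in these data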;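 further: 0% = median of all compound wells on the plate and 100% = blocking peptide control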
# ADAM17 inh: ADAM17 inhibitors, primary screen, biochemical, QFRET; Disintegrin and metalloproteinase domain-containing protein 17 (Homo sapiens), P78536; recombinant ADAM17, EDANS/DABCYL FRET peptide cleavage; inhibition, % at 6.95 µM; 0.83% of 370,000 active; AID 720648, 2013;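 active means inhibition above the mean of compounds lying between control limits plus 3 SD, set per campaign, cut at about 8.5% in these data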;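 further: 0% = DMSO-only wells as the low control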
# Target sequence (P78536 215-824 limits assumed): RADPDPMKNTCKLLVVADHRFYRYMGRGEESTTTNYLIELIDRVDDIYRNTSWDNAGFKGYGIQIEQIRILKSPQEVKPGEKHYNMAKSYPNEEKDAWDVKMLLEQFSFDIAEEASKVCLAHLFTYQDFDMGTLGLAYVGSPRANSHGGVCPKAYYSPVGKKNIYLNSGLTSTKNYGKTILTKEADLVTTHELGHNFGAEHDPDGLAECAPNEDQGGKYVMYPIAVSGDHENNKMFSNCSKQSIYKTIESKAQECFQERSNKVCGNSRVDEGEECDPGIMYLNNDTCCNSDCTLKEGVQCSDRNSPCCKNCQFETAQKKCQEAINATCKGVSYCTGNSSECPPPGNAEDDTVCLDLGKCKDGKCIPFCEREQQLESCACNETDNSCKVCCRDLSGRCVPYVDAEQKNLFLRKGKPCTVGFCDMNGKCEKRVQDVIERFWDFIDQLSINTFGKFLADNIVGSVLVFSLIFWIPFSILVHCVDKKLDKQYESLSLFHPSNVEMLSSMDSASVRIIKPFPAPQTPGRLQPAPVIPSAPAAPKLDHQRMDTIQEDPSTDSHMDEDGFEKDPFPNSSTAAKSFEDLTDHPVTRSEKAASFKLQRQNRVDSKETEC
# TDP2 absorb: human TDP2 enzyme inhibitors, primary screen, biochemical, epi absorbance, recombinant enzyme | Tyrosyl-DNA phosphodiesterase 2 (Homo sapiens), O95551 | T5PNP hydrolysis, p-nitrophenol absorbance 415 nm | inhibition, % at 12.8 µM | 0.34% of 370,000 active;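 active means inhibition above the mean of all tested compounds plus 3 SD, set per campaign, cut at about 25% in these data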;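 further: 0% = DMSO with enzyme and 100% = buffer with substrate but no TDP2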
# Target sequence (O95551 whole entry, looked up): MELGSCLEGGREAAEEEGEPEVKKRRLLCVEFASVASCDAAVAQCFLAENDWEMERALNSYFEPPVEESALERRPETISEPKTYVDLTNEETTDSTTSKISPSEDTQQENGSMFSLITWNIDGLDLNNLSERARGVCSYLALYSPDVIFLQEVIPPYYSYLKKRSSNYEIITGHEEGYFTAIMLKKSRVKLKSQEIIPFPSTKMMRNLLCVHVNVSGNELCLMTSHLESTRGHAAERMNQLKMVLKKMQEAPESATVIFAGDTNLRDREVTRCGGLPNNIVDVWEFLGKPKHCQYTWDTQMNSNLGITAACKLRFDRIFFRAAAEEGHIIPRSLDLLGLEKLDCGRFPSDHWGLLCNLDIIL
#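 test system = human TDP2 enzyme | input = TDP2 enzyme at 120 nM final | medium = 50 mM Tris-HCl pH 7.5 with Mg2+, KCl, DTT, BSA | also added = T5PNP substrate, 5 mM | times = 2 h at 37 °C | technique = epi absorbance | benchmarks = high control without enzyme, low control DMSO plus TDP2 | replication = each compound tested once, singlicate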
# ARFGAP1 inhibitor: inhibitors of rat ARFGAP1 GAP activity, primary screen, biochemical, fluorescence polarization, GDP tracer | inhibition, % at 16.5 µM | Arfgap1-stimulated ARF1 GTP hydrolysis, GDP FP detection | 0.26% of 360,000 active | ADP-ribosylation factor GTPase-activating protein 1 (Rattus norvegicus), Q62848 | AID 651572, 2012;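 active means inhibition above a per-plate limit, mean inhibition of low control wells plus 3 SD, cut at about 25% in these data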;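 further: 0% = DMSO wells with enzyme and 100% = wells lacking Arfgap1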
# Target sequence (Q62848 1-136 limits assumed): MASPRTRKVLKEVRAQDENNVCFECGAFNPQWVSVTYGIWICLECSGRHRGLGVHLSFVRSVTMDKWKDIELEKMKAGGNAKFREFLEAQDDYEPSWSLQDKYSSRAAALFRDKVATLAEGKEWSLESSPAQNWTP
#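 Replicates: Single well per compound | Assay system: Truncated rat Arfgap1 GAP domain | Control set: No-Arfgap1 wells (100%) versus DMSO full-reaction wells (0%) | Times: Enzyme reaction 120 min at 25 °C after 20 min preincubation | Reagent: Human ARF1(Δ1-17)-GTP substrate | Measured by: Tracer-displacement fluorescence polarization with EDTA stop, 620/688 nm | Measure: Percent inhibition of Arfgap1-stimulated GTP hydrolysis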
# Numbers without * were called inactive; x = not tested or not shown.
entry	SMILES	ADAM10 inh	ASAP1 inh	DDE Tn7 FP inh	PLC-gamma1 inh	LEDGF integ inh
1	COC(=O)c1ccc(Oc2cc(C)nc(Cl)n2)cc1	-5	5	4	0	1
2	CCCNC(=O)C1(C)CCN(C(=O)c2ccc3c(c2)CCO3)C1 (stereo unspecified)	-3	-8	1	-1	-1
3	COCC(=O)OCC(=O)Nc1cc([N+](=O)[O-])ccc1Cl	-7	-13	-1	2	1
4	CCCCCn1c(=O)[nH]c2cc(C(=O)NCCCN3CCCCC3CC)ccc2c1=O (stereo unspecified)	-54	0	-5	-65	-2
5	O=C(CSc1nnc(NC(=O)c2cccc(F)c2)s1)NC1CC1	5	9	-1	3	3
6	COc1cccc(CNC(=O)c2ccc(CS(=O)(=O)Cc3ccccc3C)o2)c1	6	17	-1	9	2
7	Cc1ccc(S(=O)(=O)NCC(=O)N2CCCC2C(=O)O)cc1 (stereo unspecified)	4	-9	-2	1	3
8	O=C1CC(c2ccccc2)CC(O)=C1C=NC1CCCCC1 (stereo unspecified)	0	-3	10	0	0
9	O=C(O)c1ccccc1C(=O)N1CCN(C(=O)c2ccccc2Cl)CC1	-9	-1	2	3	0
10	Cc1ccc(NC(=O)CCOc2ccccc2)cc1S(=O)(=O)Nc1ccccc1Cl	12	5	0	4	0

entry	proKLK7 act	Tn6 DDE FP	ADAM17 inh	TDP2 absorb	ARFGAP1 inhibitor
1	0.3	-8	-2	8	-13
2	-0.4	0	-1	4	3
3	-0.4	-5	2	3	8
4	-4.1	-4	-18	7	-4
5	0.0	-6	-1	-1	-7
6	-0.2	1	5	-16	7
7	-0.4	-6	-1	-1	-1
8	-0.1	-1	-4	14	-4
9	-0.1	-6	-4	5	8
10	0.2	9	4	5	2

# An excerpt of these results, screen by screen.
9. O=C(O)c1ccccc1C(=O)N1CCN(C(=O)c2ccccc2Cl)CC1
10. Cc1ccc(NC(=O)CCOc2ccccc2)cc1S(=O)(=O)Nc1ccccc1Cl
assay / entry | 9 | 10
ADAM10 inh | -9 | 12
ASAP1 inh | -1 | 5
DDE Tn7 FP inh | 2 | 0
PLC-gamma1 inh | 3 | 4
LEDGF integ inh | 0 | 0
proKLK7 act | -0.1 | 0.2
Tn6 DDE FP | -6 | 9
ADAM17 inh | -4 | 4
TDP2 absorb | 5 | 5
ARFGAP1 inhibitor | 8 | 2

# Continuation:
entry	SMILES	ADAM10 inh	ASAP1 inh	DDE Tn7 FP inh	PLC-gamma1 inh	LEDGF integ inh
11	O=C(NCc1ccc2c(c1)OCO2)C(C(=O)c1ccccc1)n1cc(Cl)ccc1=O (stereo unspecified)	-4	2	4	0	-2
12	O=C(C1CCN(S(=O)(=O)c2ccc3[nH]c(=O)oc3c2)CC1)N1CCCN(Cc2ccccc2)CC1	-7	x	3	-1	1
13	C=CCc1ccccc1OCC(O)CN1CCN(c2ccccc2F)CC1 (stereo unspecified)	-1	7	8	1	-1
14	O=C1NC(=O)/C(=C\c2ccccc2OCc2cccc([N+](=O)[O-])c2)N1	3	4	-8	5	1
15	Cn1c(=N)n(CC(O)c2ccco2)c2ccccc21 (stereo unspecified)	5	1	3	-2	-1
16	C=C(C)Cn1c(CNC(C)=O)nc2ccccc21	8	-2	0	1	4
17	CCC(=O)c1ccccc1OCC(=O)Nc1c(C)cccc1C	-4	-3	2	-1	2
18	Cc1n[nH]c(=O)n1-c1ccc(C(C)C)cc1	-13	-11	3	6	5
19	O=C1CCC([N+](=O)[O-])C(c2cc(Br)ccc2F)N1 (stereo unspecified)	0	7	-1	1	-1
20	COc1cc(NC(=O)C[n+]2ccc(C(=O)c3ccccc3)cc2)cc(OC)c1	-13	-6	0	-1	2

entry	proKLK7 act	Tn6 DDE FP	ADAM17 inh	TDP2 absorb	ARFGAP1 inhibitor
11	-0.3	7	-3	3	-8
12	0.5	5	-2	6	x
13	-0.1	-3	2	4	7
14	-0.2	-3	3	-6	-9
15	0.6	-6	-3	9	12
16	0.0	-12	-2	-4	-5
17	-0.8	7	-2	7	-15
18	-0.1	1	2	5	4
19	-0.9	-5	-2	16	3
20	0.5	0	-3	3	0

# Remaining list, next part
entry	SMILES	ADAM10 inh	ASAP1 inh	DDE Tn7 FP inh	PLC-gamma1 inh	LEDGF integ inh
21	Cc1onc(-c2c(F)cccc2Cl)c1C(=O)NC1CC1	4	4	-7	-1	4
22	Clc1ccc(Nc2nc(-c3cccnc3)cs2)cc1	-1	9	6	3	3
23	COc1ccc(C(CNC(=O)c2ccc3c(c2)OCCO3)N(C)C)cc1 (stereo unspecified)	-3	-4	1	-3	-5
24	Cn1c(SCc2cc(=O)n3cc(Br)ccc3n2)nnc1C1COc2ccccc2O1 (stereo unspecified)	-19	-2	3	-15	-2
25	CC1(C(=O)NS(=O)(=O)c2ccc(Cl)s2)CCN1C(=O)Cc1ccc(-c2ccccc2)cc1 (stereo unspecified)	0	-1	6	-2	-1
26	CCCCNC(=O)C1c2ccccc2OCC(=O)N1Cc1ccc2c(c1)OCO2 (stereo unspecified)	0	-5	-4	-1	2
27	Cc1cccc(Oc2nc(-c3ccccc3)cc(C)c2S(C)(=O)=O)c1C	9	0	-1	4	2
28	CNC(=O)NC(=O)CSc1nc(-c2cccs2)c(C#N)c(=O)[nH]1	-9	-16	-1	-14	-2
29	O=S(=O)(NCC(c1ccc2c(c1)OCO2)N1CCOCC1)c1ccc(Cl)cc1 (stereo unspecified)	-5	-6	8	0	-1
30	CCOc1ccccc1C(=O)Nc1ccsc1C(=O)OC	5	4	-1	-3	-2

entry	proKLK7 act	Tn6 DDE FP	ADAM17 inh	TDP2 absorb	ARFGAP1 inhibitor
21	-0.9	-3	2	10	18
22	0.8	2	-7	4	-1
23	0.3	-4	-2	0	-5
24	-0.1	-9	-5	-5	-5
25	-0.1	7	-3	-3	-1
26	-0.3	2	-3	4	15
27	0.3	-5	-2	-10	4
28	0.0	-2	-5	-2	4
29	-0.3	0	-4	3	0
30	-0.1	2	1	4	4

# (more compounds)
entry	SMILES	ADAM10 inh	ASAP1 inh	DDE Tn7 FP inh	PLC-gamma1 inh	LEDGF integ inh
31	COc1ccc(-c2cc(=O)c3c(O)cc(O)cc3o2)cc1	-4	16	1	-1	0
32	COc1ccc(Cc2nnc(NC(=O)c3ccccc3)s2)cc1OC	-8	9	-7	1	0
33	O=S(=O)(Cc1ccccc1)NCC1CCCN(Cc2cccc3nonc23)C1 (stereo unspecified)	-4	21	-2	-3	-3
34	Cc1ccc(NC(=O)NCc2c(C)nn(C)c2C)cc1Cl	2	1	5	-1	-3
35	COc1ccc(C(O)P(=O)(O)CCc2ccccc2)cc1 (stereo unspecified)	4	-14	-6	6	2
36	COc1cccc2c(=O)c3cccc(N)c3[nH]c12	-286	-12	-1	-205	-2
37	O=C(OCc1nnc(-c2ccc([N+](=O)[O-])cc2)o1)C1CC(=O)N(CCc2ccccc2)C1 (stereo unspecified)	-1	-13	-1	-3	3
38	O=[N+]([O-])c1cnc(Sc2ccncn2)c([N+](=O)[O-])c1	2	-6	9	-3	3
39	Cc1ccc(SCC(=O)N2c3ccccc3Sc3ccccc32)cc1	7	-4	0	5	1
40	CC(=O)Nc1ccc(NC(=O)COc2cc(O)c3c(c2)OC(C)(C)CC3=O)cc1	-18	1	2	1	-1

entry	proKLK7 act	Tn6 DDE FP	ADAM17 inh	TDP2 absorb	ARFGAP1 inhibitor
31	0.0	-3	-7	3	13
32	-0.4	-2	-4	5	4
33	-0.3	2	-1	-4	4
34	1.0	5	-1	3	-4
35	-0.1	8	0	-6	-1
36	-7.2	-9	-72	2	-2
37	-0.2	-3	-1	10	0
38	-0.1	0	0	-4	-8
39	0.4	-11	2	4	8
40	0.2	3	-1	4	19

# Just ASAP1 inh (3 entries from above):
no.	Structure	ASAP1 inh
38	O=[N+]([O-])c1cnc(Sc2ccncn2)c([N+](=O)[O-])c1	-6
39	Cc1ccc(SCC(=O)N2c3ccccc3Sc3ccccc32)cc1	-4
40	CC(=O)Nc1ccc(NC(=O)COc2cc(O)c3c(c2)OC(C)(C)CC3=O)cc1	1

# Going on with the list:
entry	SMILES	ADAM10 inh	ASAP1 inh	DDE Tn7 FP inh	PLC-gamma1 inh	LEDGF integ inh
41	COc1ccc(-c2cc(=O)oc3cc(OC(C)C(=O)O)ccc23)cc1 (stereo unspecified)	-39	-2	-5	-36	1
42	COc1ccc(CN(C)C(=S)Nc2ccc(Cl)cc2Cl)cc1	-1	-7	3	2	1
43	N#CCCn1c(O)c(N=NC(=O)CNC(=O)c2cccs2)c2ccccc21	-2	5	5	3	2
44	CCOc1ccc(CCNC(=O)C(CCC(N)=O)NC(=O)OCc2ccccc2)cc1OCC (stereo unspecified)	1	2	8	1	5
45	COc1ccc(Br)cc1/C=C(\C(=O)O)c1ccc(S(=O)(=O)N2CCCC2)s1	-56	7	0	-21	-5
46	NC(=O)c1cc2ccccc2o/c1=N\NC(=O)c1ccc(F)cc1	-2	10	5	-1	2
47	Cc1c(NS(=O)(=O)c2cccc(C(=O)N3CCC(C)CC3)c2)c(=O)n(-c2ccccc2)n1C	-6	-1	-2	3	-3
48	COc1cccc(-c2nc(CS(=O)CC(=O)NCCCOC(C)C)c(C)o2)c1 (stereo unspecified)	2	-1	0	-2	3

entry	proKLK7 act	Tn6 DDE FP	ADAM17 inh	TDP2 absorb	ARFGAP1 inhibitor
41	1.0	7	-12	0	2
42	0.0	-2	1	-13	8
43	-0.1	10	0	0	-1
44	0.7	-2	5	-26	-6
45	-1.5	-4	-17	-5	-5
46	0.5	7	-3	-2	6
47	0.5	2	2	-4	10
48	0.0	7	-2	12	-3
